ERG-DNA inh: inhibitors of human ERG Ets domain-DNA interaction; P11308; AID 624246; 370,000 tested, 0.028% active; fluorescence polarization, His-ERG Ets domain / labelled DNA; Potency, µM (top dose mostly 76.9 µM), for the others: at the highest dose FP activity, negative = inhibition, hits mostly inhibitors; active = well fitted inhibition curve with a large enough effect in the polarisation, with a control signal flat; inconclusive = small, poorly fitted or top-dose-only effect, or effect the other way, or a change in a side signal; inactive = no such curve, though single readings can be large or run the other way; the % refers to the polarisation;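 also: polarization taken with two DNA probes labelled with fluorescein and Texas red; potency is read from the fitted curve at half-maximal effect; % of control where 0% means no effect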
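His-tagged ERG Ets domain (1 uM in the protein solution; 300mM KCl, 50mM Tris-HCl, 1mM EDTA, 1mM DTT, pH 7.5) received compound, then a probe mix of 5 nM fluorescein-DNA and 100nM Texas-615-DNA. Fluorescence polarization was read for both dyes.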
POLK inh: blocks human DNA polymerase kappa activity | Potency, µM (highest dose often 107 µM), without a hit: top-dose activity, negative = inhibition, most hits filed as inhibitors | 400,000 tested, 0.53% active | purified Pol kappa, fluorescent DNA synthesis assay, 10 min | Q9UBT6; also: potency is read from the fitted curve at half-maximal effect; % is scaled to controls: 0 for no effect and ±100 for the full control effect
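Inhibition of 10 nM Pol kappa is measured by a fluorescent read-out at 0 and 10 min following addition of 50 nM substrate (final), with a 15-min room-temperature compound preincubation.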
LDHA inh: LDHA (human) enzyme inhibition | purified LDHA, NADH/diaphorase-resazurin fluorescence; stronger effect = lower value | activity change, % (values are at about 110 or 230 µM) | 480,000 tested, 0.15% active | AID 1347041; in the data active = activity change below about -30%; inconclusive = mostly about -25% to -30%;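 also: plate controls were DMSO wells for no effect and wells without enzyme for full effect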
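Resorufin fluorescence (ex540/em590), read at 0 and 20 min after diaphorase/resazurin addition, reports the NADH left after a 5 min room-temperature reaction of 2 nM human LDH5 with 0.06 mM NADH and 0.2 mM pyruvate.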
ALOX12 inh: blocks human arachidonate 12S-lipoxygenase; purified 12hLO, xylenol orange hydroperoxide absorbance; 580,000 tested, 1.1% active; AID 1671190; Potency, µM (highest dose often 108 µM), for inactives: at the highest dose activity change, negative = inhibition, actives largely listed as inhibitors; also: potency is read from the fitted curve at half-maximal effect; % is scaled to controls: 0 for no effect and ±100 for the full control effect
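Hydroperoxide product was detected by ferrous iron/xylenol orange as the 573 to 405 nm absorbance ratio. Arachidonic acid at 40 uM (final) was turned over for 30 min at room temperature by 150 nM human 12hLO, pH 7.0 Hepes buffer, after 15 min compound preincubation.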
Pol eta inh: DNA polymerase eta (human) inhibition; Potency, µM (series often up to 114 µM), for the others: at the top dose activity change, negative = inhibition, hits mostly inhibitors; 390,000 tested, 1.2% active; recombinant Pol eta, fluorescent DNA replication assay; also: potency is read from the fitted curve at half-maximal effect; % is scaled to controls: 0 for no effect and ±100 for the full control effect
Target sequence (Q9Y253 whole entry, looked up): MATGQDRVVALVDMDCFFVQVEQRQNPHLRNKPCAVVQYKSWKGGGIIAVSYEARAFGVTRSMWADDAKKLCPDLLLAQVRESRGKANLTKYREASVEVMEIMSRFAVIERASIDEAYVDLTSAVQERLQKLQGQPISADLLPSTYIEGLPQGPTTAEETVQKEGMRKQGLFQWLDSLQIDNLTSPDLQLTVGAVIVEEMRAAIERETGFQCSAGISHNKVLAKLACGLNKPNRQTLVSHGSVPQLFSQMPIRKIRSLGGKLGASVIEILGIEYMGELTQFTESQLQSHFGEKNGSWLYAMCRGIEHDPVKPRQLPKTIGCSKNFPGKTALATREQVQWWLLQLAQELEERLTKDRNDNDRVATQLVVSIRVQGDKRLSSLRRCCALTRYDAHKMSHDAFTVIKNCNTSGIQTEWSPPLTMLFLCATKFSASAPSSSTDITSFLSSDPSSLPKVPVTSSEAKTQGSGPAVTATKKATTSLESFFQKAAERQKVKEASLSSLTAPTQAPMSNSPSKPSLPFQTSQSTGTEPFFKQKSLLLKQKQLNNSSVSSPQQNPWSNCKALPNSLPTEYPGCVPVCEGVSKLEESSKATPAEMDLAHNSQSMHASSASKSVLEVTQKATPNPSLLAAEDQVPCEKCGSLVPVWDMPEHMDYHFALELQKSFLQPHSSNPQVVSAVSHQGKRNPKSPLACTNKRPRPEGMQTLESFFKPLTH
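Fluorescent replication assay: 50 nM final substrate added after a 15 min room-temperature compound preincubation with 10 nM enzyme. Signal taken at 0 min and again at 10 min.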
RGS4 inhibitor: blocks human RGS4-accelerated GTP hydrolysis; Transcreener GDP fluorescence polarization, RGS4-accelerated GTP hydrolysis; Potency, µM (top dose mostly 114 µM), for inactives: at the highest dose activity change, negative = inhibition, most hits filed as inhibitors; 390,000 tested, 0.039% active; AID 504845; also: potency is read from the fitted curve at half-maximal effect; % is scaled to controls: 0 for no effect and ±100 for the full control effect; nearly all actives have a fitted effect of over 75% in size; some results filed as inactive show a strong effect at the top dose
Target sequence (P49798 whole entry, looked up): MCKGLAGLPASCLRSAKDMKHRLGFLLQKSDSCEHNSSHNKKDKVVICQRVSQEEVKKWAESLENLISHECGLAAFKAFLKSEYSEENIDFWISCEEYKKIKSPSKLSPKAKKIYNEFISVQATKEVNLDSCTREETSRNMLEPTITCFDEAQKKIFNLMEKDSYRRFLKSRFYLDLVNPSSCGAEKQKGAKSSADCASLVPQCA
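MLSMR compounds (23 nl, pin-transferred) preincubated 10 min at room temperature with a 500nM (2x) first reagent, then RGS4 at 900nM (2x) plus Transcreener GDP mix added; fluorescence polarization (620/688 nm) read before and after 90 min at 30 °C.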
Pol beta inh: inhibitors of human DNA polymerase beta; P06746; Potency, µM (highest dose often 114 µM), for inactives: at the highest dose activity change, negative = inhibition, hits mostly inhibitors; Pol beta primer extension/strand displacement, fluorescence kinetic; AID 485314; 340,000 tested, 1.3% active; also: potency is read from the fitted curve at half-maximal effect; % is scaled to controls: 0 for no effect and ±100 for the full control effect
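10 nM enzyme + cpd, 15 min RT; start with substrate 50 nM final; read 0 min and after 10 min RT. Corrected, normalized data; 4-parameter Hill curve fit.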
Anesthetic bind: candidate novel general anesthetic via apoferritin binding; AID 485281; apoferritin/1-aminoanthracene competitive binding, fluorescence; 350,000 tested, 0.074% active; Potency, µM (series often up to 77.5 µM), for the others: at the highest dose activity change, negative = displacement, actives largely listed as inhibitors; also: potency is read from the fitted curve at half-maximal effect; % is scaled to controls: 0 for no effect and ±100 for the full control effect; nearly all actives have a fitted effect of over 20% in size
Target sequence (P02791 2-175 limits assumed): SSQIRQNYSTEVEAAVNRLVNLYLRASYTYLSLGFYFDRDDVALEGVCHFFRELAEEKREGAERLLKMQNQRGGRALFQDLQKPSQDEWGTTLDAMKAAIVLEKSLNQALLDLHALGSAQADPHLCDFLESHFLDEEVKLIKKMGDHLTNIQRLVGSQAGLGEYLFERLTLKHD
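Probe: 1-aminoanthracene (50% saturated, PBS). Protein: horse-spleen apoferritin, 10 uM. Incubation: 10 min, room temperature. Detection: 380 nm excitation, 535 nm emission. Analysis: normalized response, four-parameter Hill.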
APEX1 inh: blocks human APE1 abasic DNA cleavage; recombinant APE1, TAMRA/BHQ-2 abasic DNA cleavage fluorescence; P27695; 350,000 tested, 0.35% active; Potency, µM (top dose mostly 65.8 µM), for inactives: at the highest dose activity change, negative = inhibition, hits mostly inhibitors;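 also: potency is read from the fitted curve at half-maximal effect; plate controls were vehicle for no effect and reference inhibitor for full effect; nearly all actives have a fitted effect of over 55% in size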
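Quantitative HTS: incision of a TAMRA/BHQ-2 double-stranded substrate bearing a tetrahydrofuran abasic site by 0.75 nM APE1 raises fluorescence. Substrate 50 nM final, added after 15 min compound preincubation at room temperature; progress as third-minus-first kinetic read difference.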
Numbers without * were called inactive; ? = inconclusive; nt = not tested or not shown; & = joins results of further samples; [ ] = remark or other dose. Unless noted, calls follow the shape of the dose curve; as a rule, active = well fitted curve in the direction sought with a large enough effect; inconclusive = small, poorly fitted or top-dose-only effect, or another doubt; inactive = no such curve, though single readings can be large; an effect the other way counts as inactive or inconclusive. Only part of the results is shown; rates above refer to the full screens.

SMILES	ERG-DNA inh	POLK inh	LDHA inh	ALOX12 inh	Pol eta inh	RGS4 inhibitor	Pol beta inh	Anesthetic bind	APEX1 inh
CCCCN(C(=O)CC1CCCC1)c1c(N)n(CCC)c(=O)[nH]c1=O	-2%	10%	1	8%	-9%	-19%	nt	nt	44%
Cc1cc(C(F)(F)F)nc(CCNC(=O)C2CCC(=O)N(Cc3cccc(F)c3)C2)n1 (centres undefined)	10%	-12%	-8	0%	-18%	0%	68%	-2%	1%
CC(=NNC(=O)c1ccncc1)c1ccccc1O	-6%	1%	10	2%	-10%	-5%	nt	nt	nt
CCc1ccc(-n2nc(CO)c(C(=O)NCc3cccs3)n2)cc1	-6%	-18%	2	-29%	-23%	9%	0%	-3%	nt
COc1ccc(C(=S)N2CCNCC2)cc1	1%	0%	0	-5%	12%	35%	7%	0%	-3%
Cc1cccc2cc(CN(CC3CCCO3)C(=O)c3cccs3)c(=O)[nH]c12 (centres undefined)	15%	-3%	-8	-2%	-18%	-41%[56.9 µM]	20%	-6%	7%
O=C(O)CSc1nnc(-c2ccccc2Br)n1-c1cccc(C(F)(F)F)c1	10%	1%	-4	-4%	5%	16%	-4%	-5%	-2%
Cc1cc(S(=O)(=O)NC(C)C)ccc1OCC(=O)NCc1ccccc1	14%	5%	-6	6%	-14%	-6%	14%	-6%	25%
O=C(O)Cn1c2ccccc2c2n[nH]c(=S)nc21	5%	-32%	-1	-8%	-13%	?	-2%	-5%	1%
CC(=O)c1ccc(NC(=S)NCc2cccnc2)cc1	8%	-9%	-9	-11%	-10%	1%	1%	-6%	9%
Cc1cc(NC(=O)c2ccccc2)ncc1NC(=O)c1cccs1	5%	-3%	-1	2%	-10%	7%	4%	-16%	7%
COc1ccc(OC)c(NC(=O)CSc2nc(N3CCOCC3)nc(N3CCOCC3)n2)c1	-3%	-1%	-3	500%[activator]	-20%	-24%	28%	-5%	-16%
Cn1c(=O)c2sccc2n2c(CCC(=O)N3CCN(c4ccccc4)CC3)nnc12	1%	-18%	-2	-13%	-15%	-11%	3%	0%	nt
CC1(C)CC(C(N)=S)CCO1 (centres undefined)	-11%	1%	-10	0%	-24%	22%	2%	-8%	-1%
Cc1noc(C)c1C(=O)OCC(=O)/C=C1/N(C)c2ccccc2C1(C)C	3%	2%	-7	-1%	-29%	0%	nt	nt	nt
COc1cc(OC)c(OC)cc1CNc1cc(C)ccc1OC	-6%	5%	15	-10%[57.4 µM]	-11%	-21%	6%	-16%	14%
COc1cc(CC(=O)OCc2ccccc2F)cc(OC)c1OC	-1%	-13%	-2&-7	1%&-6%	-12%	-17%	20%	-8%	0%
CCC(C)NS(=O)(=O)c1ccc(N)cc1 (centres undefined)	-3%	1%	-5	?	-8%	-3%	22%	-6%	-4%
C[C@]1(O)CC(=O)C=C[C@H]1Nc1ccccc1	4%	10%	5	15%	-7%	-4%	nt	nt	nt
Cc1ccc(NC(=O)CCNS(=O)(=O)c2ccc3c(c2)CCC(=O)N3)cc1F	5%	-10%	0	0%	-8%	-1%	-1%	-9%	40%
Cn1cc(S(=O)(=O)N2CCc3ccccc32)cc1C(=O)NC1CCCCC1	-11%	-8%	-9	-6%	-15%	25%	?	-6%	62%[activator]
O=C(CSc1nnc(-c2cccs2)o1)c1cccs1	nt	-3%	1	2%	-4%	-6%	-5%	-16%	-5%
CC(NC(=O)COC(=O)C1CC1C)c1cccc(Cl)c1 (centres undefined)	-5%	1%	-3	-2%	-15%	1%	nt	nt	23%
O=C(COC(=O)/C=C/c1cccc(Cl)c1)Nc1c(F)cccc1F	-2%	-2%	-2	5%	-14%	-14%	nt	nt	-11%
Cc1ccc(NC(=O)CN(C)C(=O)Cn2ncc(Cl)c(Cl)c2=O)cc1	-2%	-16%	-2	-2%	?	4%	?	4%	16%

Additional records:
SMILES	ERG-DNA inh	POLK inh	LDHA inh	ALOX12 inh	Pol eta inh	RGS4 inhibitor	Pol beta inh	Anesthetic bind	APEX1 inh
COc1ccc(OC)c(NC(=O)c2cc(-c3cc(Cl)ccc3O)n[nH]2)c1	3%	-34%	-13	19%	?	8%	-25%	-20%	-2%
Nc1nnc(-c2ccc(F)cc2)s1	-2%	-13%	-3	11%	-2%	31%	24%	-9%	4%
Cc1cc(CN2CCCC(N3CCc4ccccc4C3)C2)cc(C)c1O (centres undefined)	-15%	11%	1	-4%	-9%	14%	12%	-19%	2%
Nc1nc(SCC(=O)NCC2CCCO2)[nH]c(=O)c1NC(=O)c1ccc(F)c(F)c1 (centres undefined)	1%	0%	-3	-18%	-20%	-2%	32%	0%	86%[activator]
Cc1ccc(-n2nc(C(=O)N3CCN(C)CC3)c3c4ccccc4n(C)c3c2=O)cc1	-7%	-2%	-5	0%	-3%	6%	nt	nt	nt
O=c1[nH][nH]cc1C=Nc1ccc(Oc2ccccc2)cc1	1%	-1%	-2	0%	-21%	-5%	-1%	?	-3%
CCCc1ccc(OCC(O)CN2CCN(CCO)CC2)cc1 (centres undefined)	2%	-2%	1	-26%	-21%	14%	6%	-9%	25%
CNS(=O)(=O)c1ccc2c(c1)C(=O)c1cc(S(=O)(=O)NC)ccc1CC2	nt	-2%	7	-28%	0%	2%	nt	nt	-39%
Cc1ccc(C2Nc3cccc4cccc(c34)N2)s1	-7%	-36%	19&10	?	?	-15%	6%	2%	17%
COc1cc(OC)cc(C(=O)N2CCN(C(=O)Cc3ccccc3)CC2)c1	14%	-15%	-7	-10%	-11%	2%	1%	-4%	3%
O=C(NCc1ccc(Cl)cc1)c1cc2ccccc2oc1=O	-9%	-23%	-8&-7	?	-11%	7%	-2%	-2%	-1%
COc1cc(NC(=O)C2CC(c3c(F)cccc3Cl)=NO2)cc(OC)c1OC (centres undefined)	6%	-4%	-3	1%	-23%	-22%[56.9 µM]	40%[activator]	-13%	-7%
CCN(CC)S(=O)(=O)c1ccc(S(=O)(=O)Nc2ccc(C(=O)N3CCCC3)cc2)cc1	-5%	-23%	-6	-20%	-8%	21%	?	-15%	-1%
C/C(=N\NC(=O)c1ccccc1)c1ccccc1Br	-3%	-8%	-10	2%	-10%	5%	0%	4%	0%
COC(=O)CSc1nnc(CNc2ccc(OC)cc2)n1C	2%	-8%	7	0%	5%	15%	-16%	-9%	14%
Cn1cc(S(=O)(=O)c2ccccc2)c(=O)c2cc(F)c(N3CCOCC3)cc21	-4%&12%	-15%	-8&14	3%&-11%	-1%&-20%	26%&2%	0%&2%	-12%&-7%	57%[activator]
COC(=O)c1cnn(-c2ccc(C(=O)Nc3ccc(C(C)=O)cc3)cc2)c1N	1%	-9%[60.1 µM]	-13	4%	1%	-8%	10%	9%	19%
Cc1ccc(NCC(=O)Nc2c(C)n(C)n(-c3ccccc3)c2=O)cc1S(=O)(=O)N(C)C	7%	-4%	-3	-5%	-1%	46%	1%	-9%	0%
Cc1ccc(CN(C)CC(=O)Nc2ccccc2C(=O)NC2CC2)o1	5%	2%	-1	4%	-3%	-5%	nt	nt	-3%
Cc1cc(C)n2nc(C(=O)N/N=C/c3c4ccccc4cc4ccccc34)nc2n1	-3%	-16%	-1	-11%	?	?	?	-1%	-3%
COc1ccc(CC(=O)OCC(=O)Nc2ncc(Cl)cc2Cl)cc1	-1%	-18%	0	3%	?	10%	?	?	-2%
CN(C)c1ccc(C(=O)NCC2CCCO2)cc1 (centres undefined)	-2%	0%	2	-3%	-4%	-26%	7%	-1%	0%

Three structures out of the list, sorted by SMILES length, high to low:
SMILES	ERG-DNA inh	POLK inh	LDHA inh	ALOX12 inh	Pol eta inh	RGS4 inhibitor	Pol beta inh	Anesthetic bind	APEX1 inh
Cc1cc(C)n2nc(C(=O)N/N=C/c3c4ccccc4cc4ccccc34)nc2n1	-3%	-16%	-1	-11%	?	?	?	-1%	-3%
COc1ccc(OC)c(NC(=O)c2cc(-c3cc(Cl)ccc3O)n[nH]2)c1	3%	-34%	-13	19%	?	8%	-25%	-20%	-2%
C/C(=N\NC(=O)c1ccccc1)c1ccccc1Br	-3%	-8%	-10	2%	-10%	5%	0%	4%	0%

Individual results from above:
`Nc1nc(SCC(=O)NCC2CCCO2)[nH]c(=O)c1NC(=O)c1ccc(F)c(F)c1` (centres undefined) in Pol eta inh is entered as -20%
`CCCc1ccc(OCC(O)CN2CCN(CCO)CC2)cc1` (centres undefined) in ERG-DNA inh is entered as 2%

Entries of single compounds, quoted from the list. Screens in order: ERG-DNA inh, POLK inh, LDHA inh, ALOX12 inh, Pol eta inh, RGS4 inhibitor, Pol beta inh, Anesthetic bind, APEX1 inh
CN(C)c1ccc(C(=O)NCC2CCCO2)cc1 (centres undefined) is entered as -2%, 0%, 2, -3%, -4%, -26%, 7%, -1%, 0%
Cc1ccc(C2Nc3cccc4cccc(c34)N2)s1 is entered as -7%, -36%, 19&10, ?, ?, -15%, 6%, 2%, 17%
Cc1ccc(-n2nc(C(=O)N3CCN(C)CC3)c3c4ccccc4n(C)c3c2=O)cc1 is entered as -7%, -2%, -5, 0%, -3%, 6%, nt, nt, nt
Nc1nc(SCC(=O)NCC2CCCO2)[nH]c(=O)c1NC(=O)c1ccc(F)c(F)c1 (centres undefined) is entered as 1%, 0%, -3, -18%, -20%, -2%, 32%, 0%, 86%[activator]

Screening data (PubChem)
